# Source: PubChem (National Center for Advancing Translational Sciences (NCATS))
# UDG counter: Primary qHTS assay for inhibitors of Activation Induced Cytidine Deaminase (AID): UDG Counterscreen signal; Uracil-DNA glycosylase; FRET deamination/UDG coupled assay, UDG read, 4 h; Potency, µM (doses to about 115 µM), inactives show at the highest dose activity change, negative = inhibition, hits mostly inhibitors; 91,000 compounds, 0.14% hits; further: nearly all actives have a fitted effect of over 65% in size
# AID inhibitor: Primary qHTS assay for inhibitors of Activation Induced Cytidine Deaminase (AID): AID signal | Single-stranded DNA cytosine deaminase (Homo sapiens), Q9GZX7 | AID deamination FRET fluorescence, UDG-coupled, 4 h | Potency, µM (doses to about 115 µM), inactives show at the top dose activity change, negative = inhibition, usual class: inhibitors | 91,000 compounds, 0.32% hits; further: nearly all actives have a fitted effect of over 25% in size
# Target sequence (Q9GZX7 whole entry, looked up): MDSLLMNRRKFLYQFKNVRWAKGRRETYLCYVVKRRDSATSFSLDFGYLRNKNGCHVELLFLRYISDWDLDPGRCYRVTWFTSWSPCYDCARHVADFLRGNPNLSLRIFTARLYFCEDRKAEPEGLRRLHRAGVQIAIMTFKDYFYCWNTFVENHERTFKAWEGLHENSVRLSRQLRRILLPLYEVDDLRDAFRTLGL
# Active calls of the source: *; ? = inconclusive; & = joins results of further samples; [ ] = remark or other dose. The call rests on the fitted dose curve; in most records, active means well fitted curve in the direction sought with a large enough effect; inconclusive means small, poorly fitted or top-dose-only effect, or another doubt; inactive means no such curve, though single readings can be large; an effect the other way counts as inactive or inconclusive. On the % scale 0 is the no-effect control and ±100 the full control effect; potency means the concentration at half of the fitted maximal effect. These rows are one share of the data (hit frequency here may not be typical).
# The opening 2 records as a preview:
SMILES,UDG counter,AID inhibitor
Cc1c(C(=O)N(C)C)sc2c1c(=O)n(-c1ccc(Cl)c(Cl)c1)c(=O)n2CC(=O)C(C)(C)C,-1.1%[57.5 µM],1.0%
Cc1ccc(S(=O)(=O)CC(=O)Nc2cc(C(C)C)no2)cc1,4.4%,-2.6%

# The listing, previewed entries included:
SMILES,UDG counter,AID inhibitor
Cc1c(C(=O)N(C)C)sc2c1c(=O)n(-c1ccc(Cl)c(Cl)c1)c(=O)n2CC(=O)C(C)(C)C,-1.1%[57.5 µM],1.0%
Cc1ccc(S(=O)(=O)CC(=O)Nc2cc(C(C)C)no2)cc1,4.4%,-2.6%
COc1ccc2oc(=O)c(S(=O)(=O)c3ccc(C)c(C)c3)cc2c1,-9.1%,-9.4%
O=C(NCCc1ccccc1)C1CCN(c2nc3ccccc3nc2C(F)(F)F)CC1,2.9%,-1.3%
Cc1cccc(NC(=O)COc2ncnc3ccccc23)c1C,4.1%,-7.7%
O=C(CSc1ncc2c(n1)-c1cc(Cl)ccc1N(Cc1ccccc1)S2(=O)=O)Nc1ccc(F)cc1F,-3.0%,7.0%
Cc1cc(C)c2c(CC(=O)Nc3ccc(S(=O)(=O)N4CCCC(C)C4)cc3)coc2c1 (configuration not stated),15.5%,3.5%
CC(C)=CC(=O)NC1CCCc2ccccc21 (configuration not stated),7.0%,0.9%
COc1ccc(C2CC(=O)c3c([nH]c(C(=O)OC4CCCC4)c3C)C2)cc1OC (configuration not stated),0.6%,11.3%
COc1cc(/C=C/C(=O)c2ccc3c(c2)OCCO3)cc2c1OCO2,-10.7%,19.7%
COc1cc(C2c3c(-c4cc(C)ccc4O)n[nH]c3C(=O)N2Cc2cccnc2)cc(OC)c1OC (configuration not stated),-2.5%&10.4%,2.3%&1.8%
COc1ccc(NC(=O)c2c(NCc3ccc(C)o3)sc3c2CCC(C)C3)cc1 (configuration not stated),-0.4%,24.8%
Cc1ccc(C)c(C(=O)COC(=O)c2ccccc2C)c1,-4.9%,8.6%
Cc1noc(Cn2c(=O)c(C#N)cn(C3CC3)c2=O)n1,10.8%,3.5%
COc1cc(NC(=O)NCC2CCN(Cc3ccccc3Cl)CC2)cc(OC)c1OC,-12.6%,-23.8%
O=C1/C(=C/c2ccsc2)CC/C1=C\c1cccs1,-1.8%,3.4%
COc1cccc(Nc2nc(-c3ccccc3)c3cc(C)ccc3n2)c1,-15.3%,?
CCOC(=O)C1CCCN(S(=O)(=O)c2cc(Br)cc3c2N(C(C)=O)CC3)C1 (configuration not stated),-7.1%,?
Cc1cc(C)cc(NC(=O)Cn2cc(C(=O)c3ccncc3)c(=O)c3cc(C)c(C)cc32)c1,-6.5%,28.8%
O=C(O)c1ccc(NC(=O)c2cc(S(=O)(=O)N3CCCCC3)c(Cl)cc2Cl)cc1,7.3%,1.5%
O=C(OCC(=O)N1CCCCCC1)c1cnc2ccccc2n1,-2.2%,13.2%
CCOC(=O)N1CCc2c(sc3c2c(=O)n(Cc2ccccc2)c(=O)n3Cc2cccc(Cl)c2)C1,-10.5%[57.5 µM],-23.6%
C=C(C)CN1CCN(Cc2ccc(C#N)cc2)CC1,-2.2%,-3.5%
O=C(CCC1N=C2c3ccccc3N=C(SCC(=O)Nc3ccccc3F)N2C1=O)NCc1cccs1 (configuration not stated),-6.7%,2.8%
CCCOc1ccc(-c2nc(C#N)c(NCCCN(CC)CC)o2)cc1,-5.3%,-13.5%
COc1ccc(-c2nc(SCC(=O)c3ccc(Cl)cc3)n[nH]2)cc1,26.9%,-17.4%
COc1ccc(CNc2nc(-c3ccco3)nn2C(=O)CC(C)C)cc1,-2.0%,8.9%
CCOC(=O)c1sc2nc(C(C)N3CCCC3)[nH]c(=O)c2c1C (configuration not stated),-13.7%,-3.0%
Cc1ccc(C)c(OCCCOc2ccc(Cl)cc2/C=N/NC(N)=O)c1,18.1%,7.9%
COc1cc(C#N)ccc1OCc1ccc(F)cc1Cl,4.6%,-3.5%
CCOc1cccc(-c2nc3ccccc3c(=O)o2)c1,23.1%,10.6%
Cc1ccccc1C(=O)Nc1ccc(OCc2cc(=O)n3ccccc3n2)cc1,9.8%,12.0%
CCOc1ccc(Cn2c(=O)c3sccc3n(CC(=O)NCc3ccc4c(c3)OCO4)c2=O)cc1,0.0%,-5.4%
Cc1ccc(CN2C(=O)c3ccccc3Sc3ccc(C(=O)NC4CCCC4)cc32)cc1,-12.1%,-10.4%
CCCn1nc(NC(=O)c2cccc(Cl)c2)c2cc3cccc(C)c3nc21,-8.9%,9.1%
O=C(Nc1cccc(C(F)(F)F)c1)c1cc(-c2ccc(Cl)s2)nc2ccccc12,8.9%,23.2%
CC(=O)/C(C)=N/O,-5.4%,-2.8%
COc1ccc(/C=C(/C#N)C(=O)Nc2cccc3ncccc23)cc1,8.0%,-29.1%
CCOC(=O)c1cccc(NC(=O)CCc2nc3cccnc3n2-c2ccccc2)c1,-9.8%,7.9%
Fc1cccc(NC(=S)NCc2cccs2)c1,-3.7%,-4.7%
CCOc1ccc(S(=O)(=O)N(CC(=O)Nc2cccnc2)c2ccccc2)cc1,-0.7%,-10.5%
CSc1ncc(C(=O)N2CCN(c3cccc(Cl)c3)CC2)c(C)n1,-24.9%[57.5 µM],2.1%
CCCOc1ccccc1-c1nc(SCC(=O)c2ccccc2)n[nH]1,?,-16.0%
COc1ccccc1NC(=O)c1c(NC(=O)c2ccccc2F)sc2c1CCC2,-1.4%[57.5 µM],24.1%[57.5 µM]
CCOc1ccc(-c2nnc(SCC(=O)NCCc3ccccc3)nc2-c2ccc(OCC)c(OC)c2)cc1OC,18.5%,3.8%
CC(Cn1cccn1)NC(=O)c1ccc2c(c1)OCO2 (configuration not stated),-9.4%,6.0%
Cn1nc(C(=O)N2CCN(c3ccc(Cl)cc3)CC2)c2c1-c1ccccc1SC2,-1.7%[57.5 µM],-8.8%
Fc1ccc(NC(=S)NCCc2ccccc2F)cc1,-2.1%,-4.2%
N#CC1(c2ccc(NC(=O)Cc3ccc(Br)cc3)cc2)CCCC1,-9.3%,-7.7%
Fc1cccc(NCc2cccn2-c2nnc(N3CCOCC3)s2)c1,2.4%,16.1%

# (more compounds)
SMILES,UDG counter,AID inhibitor
COc1ccc(CNc2nc(-c3ccc(OC)cc3)cc(C(F)(F)F)n2)cc1,-27.2%,-27.7%
COc1ccc(C(=O)c2cn(CC(=O)Nc3ccc4c(c3)OCCO4)c3ccc(OC)cc3c2=O)cc1,-6.7%,?
Cc1noc(C(C)Sc2nc(C3CC3)nc3ccccc23)n1 (configuration not stated),4.8%,-6.1%
CCOC(=O)c1c(NC(=O)c2cc(=O)c3c(C)cc(C)cc3o2)sc(C(C)=O)c1C,-18.9%[57.5 µM],3.6%
COc1ccccc1N1CCN(C(=O)c2cnn(-c3ccc(F)cc3F)c2C2CCNCC2)CC1,-11.3%,7.4%
COc1ccc(-c2c(NC(=O)c3cccs3)oc3ccccc3c2=O)cc1OC,-1.2%,-3.6%
CC(C)c1ccc(C2Sc3ccccc3NC3=C2C(=O)c2ccccc23)cc1 (configuration not stated),?,5.2%
CCc1ccc(NC(=O)CSC2=Nc3ccccc3C3=NC(CCC(=O)NCc4ccccc4OC)C(=O)N23)cc1 (configuration not stated),3.1%,4.9%
COc1cc(C2CC(=O)Nc3nc(-c4ccccc4)[nH]c(=O)c32)cc(OC)c1OC (configuration not stated),-5.5%,2.6%
CC[N+](C)(CC)CC(C[N+](C)(CC)CC)OCc1ccccc1,3.2%,3.1%
Cc1ccc(-c2nc(C#N)c(NCc3ccco3)o2)cc1,-8.4%,-3.5%
CCN1C(=O)c2ccccc2Sc2ccc(NC(C)=O)cc21,2.9%[57.5 µM],23.6%[57.5 µM]
CCCCCC1CCC(C2CCC(C(=O)O)CC2)CC1 (configuration not stated),-10.7%,?
CCc1ccc(-n2c(=O)c3c4c(sc3n(CC(=O)N3CCCCC3CC)c2=O)CCC4)cc1 (configuration not stated),-10.0%,?
O=C(CCc1cccnc1)NCCc1ccccn1,3.4%,2.7%
CC(C)c1nc2cc(NC3CCCCNC3=O)ccc2o1 (configuration not stated),-3.8%,-0.6%
CCOc1ccc2c(=O)c(Oc3cc(C)cc(C)c3)coc2c1,3.1%,1.2%
Cc1ccc(NC(=O)N2CCN3CCCCC3C2)cc1F (configuration not stated),6.4%,8.7%
O=C(C1CCN(c2nc(-c3cccs3)nc3ccccc23)CC1)N1CCCCCC1,-5.9%,-12.6%
CCOC(=O)C(=O)CC(=O)c1cc(Cl)ccc1Cl,-1.4%,-1.8%
CCCCCCCOc1ccc(/C=C(\C#N)C(=O)c2ccccc2)cc1,-10.4%,?
O=C(O)CC(c1ccc(F)cc1)c1ccc(Cl)cc1 (configuration not stated),-4.5%,-1.2%
Cc1ccc(NC(=O)C(NS(=O)(=O)c2ccc3c(c2)CCC(=O)N3)c2ccccc2)cc1C (configuration not stated),-9.0%,32.2%[activator]
N#CCCCN1CCN(C(=O)c2cc3ccccc3[nH]2)CC1,3.6%,0.3%
CCC(C)NC(=O)c1ccc2c(c1)N=C(C)c1cc(C)ccc1S2 (configuration not stated),-13.9%,0.1%
Cc1nn(-c2nc3c(c(=O)n(Cc4c(F)cccc4Cl)c(=O)n3C)n2C)c(C)c1C,-7.8%,-2.1%
CCOc1ccccc1-c1nnc(SCc2ccc(Cl)cc2)o1,7.1%,-5.2%
Cc1c(C(=O)N(C)c2ccccc2)sc2nc3n(c(=O)c12)CCCCC3,0.2%,-6.7%
COc1cccc(NC(=O)CSc2nc(C)c(Cc3ccccc3)c(=O)[nH]2)c1,-11.5%,0.2%
Fc1ccc(CSc2ccc3ccccc3n2)cc1,-3.6%,-13.2%
Cc1ccccc1CN1c2ccccc2-c2nc(SCC(=O)NCCc3ccccc3)ncc2S1(=O)=O,-0.3%,13.7%
O=S(=O)(c1cccc(Cl)c1)c1nnn2c1nc(NC1CCCCCC1)c1sccc12,10.7%,0.7%
Cc1cc(OCC(=O)Nc2ccc(C(=O)OC3CCCCC3)cc2)cc(C)c1Cl,31.5%[activator],-4.0%
CSCCCNC(=S)NNC(N)=O,2.0%,-4.6%
O=C(CCc1ccsc1)N1CCSCC1,0.0%,-0.1%
CC(Oc1cccc2ccccc12)C(=O)NC1(C#N)CCCCC1 (configuration not stated),-2.7%,-0.4%
Cc1cc(NC(=O)C2CCN(S(=O)(=O)c3c(C)noc3C)CC2)ccc1Br,-7.9%,-4.5%
CC1(C)CC(NC(=O)CCc2ncc(-c3ccccc3F)o2)CC(C)(C)N1,0.5%,-2.3%
C=CCNC(=S)Nc1ccc(F)cc1Cl,-9.7%,-7.4%
O=C(c1cn(CCOc2ccccc2Cl)c2ccccc12)C(F)(F)F,3.3%,-6.7%

# 3 entries picked at random from the list so far:
SMILES,UDG counter,AID inhibitor
O=S(=O)(c1cccc(Cl)c1)c1nnn2c1nc(NC1CCCCCC1)c1sccc12,10.7%,0.7%
Cc1cc(NC(=O)C2CCN(S(=O)(=O)c3c(C)noc3C)CC2)ccc1Br,-7.9%,-4.5%
CC1(C)CC(NC(=O)CCc2ncc(-c3ccccc3F)o2)CC(C)(C)N1,0.5%,-2.3%

# 3 entries out of the list above, sorted by the number in AID inhibitor, highest first:
Compound	AID inhibitor
O=C(CCc1ccsc1)N1CCSCC1	-0.1%
CC(Oc1cccc2ccccc12)C(=O)NC1(C#N)CCCCC1 (configuration not stated)	-0.4%
CC1(C)CC(NC(=O)CCc2ncc(-c3ccccc3F)o2)CC(C)(C)N1	-2.3%

# (more compounds)
SMILES,UDG counter,AID inhibitor
O=C(CN1C(=O)c2ccccc2S1(=O)=O)c1ccc(F)c(F)c1,4.0%,0.4%
CCOC(=O)c1cccc(NC(=O)C(C)n2c(C)c3cnn(-c4ccccc4)c(=O)c3c2C)c1 (configuration not stated),-17.5%,16.7%
COc1cc2c(=O)c(C(=O)c3ccc(C)c(C)c3)cn(Cc3ccccc3)c2cc1OC,-11.4%,?
CCCCCCCc1ccc(-c2ccc(OC(F)F)cc2)nc1,-10.6%,-6.4%
CCOC(=O)C(C(=O)OCC)C(NC(=O)OC)C(Cl)(Cl)Cl (configuration not stated),-3.9%,4.1%
CC(C)(C)c1ccc(/C=C2\Oc3cc(OS(C)(=O)=O)ccc3C2=O)cc1,-1.7%,-7.4%
O=C(NCC(c1ccc2c(c1)OCO2)N1CCN(c2ccccc2F)CC1)c1ccccc1F (configuration not stated),-2.0%,-29.8%
Cc1n[nH]c(C)c1S(=O)(=O)N1CCCC(C(=O)Nc2ccc(Br)cc2)C1 (configuration not stated),-11.3%,1.9%
CCc1cccc(C)c1Nc1c(-c2ccc(N(C)C)cc2)nc2ncccn12,-14.3%,?
CCOC(=O)C1=C(N)Oc2cc(O)ccc2C1c1ccc(C)cc1 (configuration not stated),-2.3%,-1.5%
CC(C)c1ccc(NC(=O)C2CCN(C(=O)c3ccc(F)cc3)CC2)cc1,-2.9%,-2.8%
O=C(O)CNS(=O)(=O)c1cccc(Br)c1,-16.9%,-3.7%
CCCCN(C(=O)COc1ccc2ccc(=O)oc2c1)C1CC(C)(C)NC(C)(C)C1,4.5%,2.3%

# Profiles, quoted from the list. Screens in order: UDG counter	AID inhibitor
# Profile of CCOC(=O)C1=C(N)Oc2cc(O)ccc2C1c1ccc(C)cc1 (configuration not stated) : -2.3%	-1.5%
# Profile of O=C(CN1C(=O)c2ccccc2S1(=O)=O)c1ccc(F)c(F)c1 : 4.0%	0.4%
# Profile of CCc1cccc(C)c1Nc1c(-c2ccc(N(C)C)cc2)nc2ncccn12 : -14.3%	?
